Pf Dd2 growth: inhibitors of Plasmodium falciparum Dd2 growth | P. falciparum Dd2 growth, SYBR Green, 72 h | Potency, µM (titrated, usually from 28.9 µM), inactives show at the highest dose activity, negative = inhibition, most hits filed as inhibitors | 4.3% of 120,000 active | AID 1347417; active = well fitted inhibition curve with a large enough effect; inconclusive = small, poorly fitted or top-dose-only effect; inactive = no such curve, though single readings can be large or run the other way;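 also: plate controls were DMSO vehicle for no effect and reference drug for full effect; nearly all actives have a fitted effect of over 65% in size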
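Infected erythrocytes (Dd2, 0.3% parasitemia, 2.5% hematocrit final) are added to compound in RPMI-1640/Albumax II medium, grown 72 h at 37C in low oxygen, then lysed with saponin/Triton-X containing SYBR Green and read by fluorescence.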
Active calls of the source: *; i = inactive; ? = inconclusive; [ ] = remark or other dose. Potency is read from the fitted curve at half-maximal effect.

SMILES	Pf Dd2 growth
Cc1ccc(CCN2CCCC3(Cc4ccccc4CN([S+](C)(=O)[O-])C3)C2)cc1 (stereo unspecified)	?
COc1ccc(C(=O)NCc2nnc(SCC(=O)Nc3ccccc3)n2-c2ccccc2)cc1	?
Cn1ccc(C(=O)N2CCC(c3nnc4n3C(C(=O)NCCc3ccc(Cl)cc3)CC4)CC2)n1 (stereo unspecified)	12%
COc1ccc(OC)c(NC(=O)c2cccc3c2CCN3C(=O)c2ccc(F)cc2)c1	-28%
COc1ccc(-c2cn(C[C@H]3C[C@@H]4CCN3C[C@@H]4C(=O)N(C)C)nn2)cc1	-12%[44.1 µM]
COc1cc2c(cc1CCc1ccccc1)N(C(=O)CC(C)C)CC21CCN(C(C)=O)CC1	4µM*
O=C(Nc1ccccc1)c1ccc(N2CC3CCC(C2)N3CC(F)(F)F)nn1	?
CCc1nc(C)sc1C(=O)N1C[C@@H](C(=O)O)[C@H](c2cccc(OC)c2)C1	?
Nc1nnc(SCC(=O)Nc2ccccc2)s1	15%
O=C(Nc1cccc(F)c1)N1CCC2(CC1)SCC(=O)N2Cc1ccco1	i
O=C(NCCc1ccccc1)c1cc(Nc2ccccc2)nc2ccccc12	5%
CCn1ccnc1C1CCN(C(=O)Cn2cccnc2=O)CC1	4%
COc1ccc(CCNC(=O)CCCCn2c(=O)c3ccccc3n(CC(=O)Nc3c(C)cccc3C)c2=O)cc1OC	-20%
COc1ccc(CNC(=O)N[C@@H]2CN(c3ccncn3)C[C@H]2CN(C)C)cc1	?
COC(=O)[C@H](Cc1ccc(OC)cc1)NC(=O)[C@H]1CN(C(=O)Nc2ccccc2)CCN1C(=O)NC(C)C	?
CCC(=O)Oc1c(Sc2ccc(Cl)cc2)c(C)nn1C(C)(C)C	i
CN1CCNc2nc(COc3ccccc3OC(F)(F)F)n(Cc3ccccc3)c2C1=O	i
Cc1ncccc1C(=O)N1C[C@@H](COCC2CC2)[C@H](c2ccccn2)C1	i
COc1ccc(NC(=O)CSc2cn(CCNC(=O)c3c(F)cccc3F)c3ccccc23)cc1	i
COc1ccc(CCNc2nc3cc(OC)c(OC)cc3c3nc(-c4ccccc4)nn23)cc1OC	?
Cc1cc(-c2ccc(C)c(S(=O)(=O)Nc3ccc(C)c(N(C)C)c3)c2)on1	27%
Cc1ccc(-n2c(C3CCN(C(=O)c4ccco4)CC3)n[nH]c2=O)cc1	-24%
COCCN1CCC(N2CCN(S(=O)(=O)c3ccccc3)CC2)C1=O (stereo unspecified)	2%
Cc1ccccc1-c1ccc(COc2ccc3c(cnn3CCC(=O)O)c2)cc1	?
O=C(c1cc(=O)[nH]c2cc(F)ccc12)N1CCCC(CCc2ccc(F)cc2)C1 (stereo unspecified)	-16%

Reprinted from the listing for reference:
SMILES	Pf Dd2 growth
O=C(Nc1cccc(F)c1)N1CCC2(CC1)SCC(=O)N2Cc1ccco1	i
O=C(NCCc1ccccc1)c1cc(Nc2ccccc2)nc2ccccc12	5%

(more compounds)
SMILES	Pf Dd2 growth
COc1cc(OC)cc(C(=O)N2CCC[C@H]2c2nc(-c3ccccc3)no2)c1	i
O=C(CCn1cnc2ccccc2c1=O)NC1CCCN(CCc2ccccc2)C1 (stereo unspecified)	?
CCOc1ccc(NC(=O)CC2C(=O)N(c3ccc(OC)cc3)C(=O)N2CCC2=CCCCC2)cc1 (stereo unspecified)	i
COc1ccc(CN(C(=O)Nc2cccc(OC)c2)C2CCN(C(C)=O)CC2)cc1	-5%
COc1ccc(CNC(=O)C2=Cc3cccc(OC)c3OC2)cc1OC	-22%
CN1CCCN(CC(=O)N2C[C@H](NS(C)(=O)=O)[C@@H](C3CC3)C2)CC1	-2%
CC(C)n1cc2cc(C(=O)O)sc2c1	19%
COc1cccc(C(=O)N2CC(Oc3ccccc3-c3nc(-c4cnccn4)no3)C2)c1	?
CC1=C[C@@H](CNS(=O)(=O)c2ccccc2)[C@H](C(C)C)C[C@H]1CC(=O)NCc1ccc(C#N)cc1	4.5µM*
CCOc1ccccc1CNC(=O)CN1C(=O)c2cccnc2Oc2ccc(C)cc21	-17%
Cc1cc(=O)n(CC(=O)NCc2ccccc2Br)c(N2CCOCC2)n1	i
Cc1ccccc1OCc1nc(C2CN(C(=O)Cc3cccc(F)c3)C2)no1	-28%
CCc1cnc(C2CCN(C(=O)OC(C)(C)C)CC2)[nH]1	?
COc1ccc2oc(-c3ccc(C)c(NC(=O)COc4cc(C)cc(C)c4)c3)nc2c1	-11%
Cc1cccc(OCC(=O)N2CCC3(CC2)N(C)C(=O)CS3(=O)=O)c1	-12%
COc1ccc(NC(=O)c2sc3nc(C)c(C(=O)Nc4ccc(C)cc4C)c(-c4ccccc4Cl)c3c2N)cc1	?
Cc1ccc(C)c(NC(=O)Cn2ccn3nc(-c4ccc(F)cc4)c(CO)c3c2=O)c1	11%
COc1ccccc1NC(=O)C1=C(C)Nc2nc(SCc3cc(C)ccc3C)nn2C1c1ccccc1 (stereo unspecified)	?
CCOC(=O)c1oc2ccc(S(=O)(=O)N3CCC(c4noc(C5CC5)n4)C3)cc2c1C (stereo unspecified)	i[5.79 µM]
N#C/C(=C\c1ccccc1)c1nc(-c2cc3cc(Br)ccc3oc2=O)cs1	11%
COc1ccc(F)cc1-c1ccc(C(=O)NCCCn2ccnc2C(C)C)cn1	-17%
NC(=O)CN1CCC(C(=O)NCCCc2csc(N)n2)CC1	-13%
CCOC(=O)c1cccnc1N1C[C@H]2OC(=O)N(Cc3ccccn3)[C@H]2C1	-18%
CCOC(=O)c1cccc(NC(=O)Nc2ccc3c(c2)N(C)C(=O)c2ccccc2S3)c1	?
Cc1cccc(CNC(=O)c2ccc(N3Cc4ccccc4Oc4ncccc43)s2)c1	?

Reformatted: entries from further up
| mol | Pf Dd2 growth |
| --- | --- |
| COc1cc(OC)cc(C(=O)N2CCC[C@H]2c2nc(-c3ccccc3)no2)c1 | i |
| O=C(CCn1cnc2ccccc2c1=O)NC1CCCN(CCc2ccccc2)C1 (stereo unspecified) | ? |
| CCOc1ccc(NC(=O)CC2C(=O)N(c3ccc(OC)cc3)C(=O)N2CCC2=CCCCC2)cc1 (stereo unspecified) | i |
| COc1ccc(CN(C(=O)Nc2cccc(OC)c2)C2CCN(C(C)=O)CC2)cc1 | -5% |
| COc1ccc(CNC(=O)C2=Cc3cccc(OC)c3OC2)cc1OC | -22% |
| CN1CCCN(CC(=O)N2C[C@H](NS(C)(=O)=O)[C@@H](C3CC3)C2)CC1 | -2% |
| CC(C)n1cc2cc(C(=O)O)sc2c1 | 19% |
| COc1cccc(C(=O)N2CC(Oc3ccccc3-c3nc(-c4cnccn4)no3)C2)c1 | ? |
| CC1=C[C@@H](CNS(=O)(=O)c2ccccc2)[C@H](C(C)C)C[C@H]1CC(=O)NCc1ccc(C#N)cc1 | 4.5µM* |
| CCOc1ccccc1CNC(=O)CN1C(=O)c2cccnc2Oc2ccc(C)cc21 | -17% |
| Cc1cc(=O)n(CC(=O)NCc2ccccc2Br)c(N2CCOCC2)n1 | i |
| Cc1ccccc1OCc1nc(C2CN(C(=O)Cc3cccc(F)c3)C2)no1 | -28% |
| CCc1cnc(C2CCN(C(=O)OC(C)(C)C)CC2)[nH]1 | ? |

Additional results.
SMILES	Pf Dd2 growth
Cc1nc(NCCc2nc3ccccc3n2C)cc(C2CC(O)C2)n1 (stereo unspecified)	-11%
CC(C)NC(=O)c1nc(-c2ccc([S+](C)(=O)[O-])cc2)c2ccccn12	?
CCNC(=O)CC1C(=O)N(c2ccc(F)cc2)C(=O)N1Cc1ccc(C)cc1 (stereo unspecified)	32%[activator]
O=C(NCC1CCOCC1)c1ccc2[nH]ccc2c1	33%[activator]
Cc1ccc(NC(=O)N2Cc3[nH]cnc3C[C@H]2c2nc(-c3ccc4ccccc4c3)no2)cc1	-6%
O=c1cc2nc(-c3cccs3)nc(SCCOc3ccc(Cl)cc3)n2[nH]1	?
CCN1c2cc(C(=O)NCc3ccc(C)cc3)ccc2C(=O)N2CCCCCC21 (stereo unspecified)	-9%
Cn1cc(C(=O)N2CCn3nc(C(O)CO)cc3C2)c(=O)[nH]c1=O (stereo unspecified)	-6%
O=S(=O)(c1ccccc1)c1nc(-c2ccccc2)oc1N1CCN(c2cccc(Cl)c2)CC1	23%
O=C1NC2(CCN(Cc3ccc(OC(F)(F)F)cc3)C2)COc2ccccc21 (stereo unspecified)	9%
CCN(CC)C(=O)C(NC(=O)c1ccc(F)cc1)C1CCN(C(=O)c2ccccc2F)CC1 (stereo unspecified)	i
CCC(C)NC(=O)Cc1csc2nc(C)c(-c3cc(C)n(-c4ccc(C)cc4C)n3)c(=O)n12 (stereo unspecified)	-14%
CC(O)c1cc2n(n1)CCN(C(=O)Cn1nnc(-c3ccc(F)cc3)n1)C2 (stereo unspecified)	8%
CC(C)CCC(=O)N1CCC(N2C(=O)CCC2C(=O)NC(C)C)CC1 (stereo unspecified)	4%
CCC1CN(C(=O)NCc2ccc(F)cc2)c2cc(Cl)ccc2O1 (stereo unspecified)	-12%
COc1ccc(N(C)C(=O)c2nc(-c3cccc(F)c3)n3c2CCCCC3)c(OC)c1	-2%
COC(=O)Cn1nc(C)c2c(C)n(-c3ccccc3)nc2c1=O	4%
CNC(=O)[C@H]1C[C@H](Oc2cccnc2)CN1C(=O)NCCc1ccccc1	i
Cc1ccc(C)c(CSc2nnc3[nH]c(=O)cc(C)n23)c1	i
Cc1ccc(N2CCN(S(=O)(=O)c3ccc(-n4cnnn4)cc3)CC2)c(C)c1	25%
Cc1ccc(CCNS(=O)(=O)c2ccc3c(c2)CCN3C(=O)CCC(=O)O)cc1	i
O=C(Nc1ccc([C@@H](O)[C@H]2COCC(=O)N2Cc2ccccc2)cc1)C1CCCC1	i
COCCn1c(=O)[nH]c2cc(C(=O)N3CCN(c4ccc(Cl)cc4)CC3)ccc2c1=O	-23%
O=C(Cn1nc2c(cc1=O)CCCCC2)NCCn1ccc2c(Cl)cccc21	-24%
COc1cc(OC)c(NC(=O)Cn2cnc3nc4c(cc3c2=O)CCCC4)cc1Cl	58%[activator]

Next records follow.
SMILES	Pf Dd2 growth
CCNC(=O)Nc1ccc(OCC(=O)NCc2ccccc2)nc1	i
Cn1ccc(NC(=O)C(C)(C)Oc2nn(CC3CC3)c3ccc(CN4CCCC4)cc23)n1	?
CCOC(=O)C1=CN(CC(=O)Nc2ccccc2Cl)S(=O)(=O)N=C1C	91%[activator]
Cc1cccc(CSc2ncc(Cl)c(C(=O)Nc3nnc(C)s3)n2)c1	16%
Cc1nnsc1C(=O)N[C@H]1CCN2C(=O)N(c3ccc(F)c(Cl)c3)C(=O)[C@@H]2C1	-11%[44.1 µM]
O=C(c1cc2c(s1)CCCC2)N1CCc2c(nc3cc(-c4ccccc4)[nH]n3c2=O)C1	13%
CC(C)(C)c1cc(C[C@@H]2CC[C@H](O)[C@@H](CNC(=O)C3CCC3)O2)no1	0%[44.1 µM]
CCOC(=O)c1ccccc1NC(=O)N(C)CCc1c(C)nn(CC)c1C	i
CC(=O)N1CC2(Cc3ccccc3N(C(C)=O)C2)C1	15%[44.1 µM]
CCCC(=O)N1Cc2ccccc2CC2(CCCCN2C)C1 (stereo unspecified)	?
CC(C)N1C(=O)C2(CCCC2)C1C(=O)NCCCN1CCCC1 (stereo unspecified)	-6%
CNC(=O)[C@@H]1CN(S(=O)(=O)c2ccc(F)cc2F)C[C@H]1COC	9%
c1cnc2nc(-c3ccsc3)[nH]c2c1	-19%[44.1 µM]
COc1ccc(NC(=S)N[C@H]2C[C@H]3C(=O)NC[C@@H](CCC(=O)NC4CC4)N3C2)cc1	-21%[44.1 µM]
CC(C)Oc1ccc(CNC(=O)C2Cn3cccc3C(=O)N2Cc2cccnc2)cc1 (stereo unspecified)	?
CCc1ccccc1NC(=O)C1CCN(C2=NS(=O)(=O)C(c3ccc(C)c(C)c3)=C2C)CC1	-1%
COc1ccccc1-c1ccnc(N[C@H]2CO[C@H]3[C@@H]2OC[C@@H]3NS(=O)(=O)c2ccc(NC(C)=O)cc2)n1	i
O=C(NC1CCCCC1)C1CN(C(=O)COc2ccc(F)cc2)CC12CCOCC2 (stereo unspecified)	-8%
O=C(Nc1ccc(F)cc1)c1cc2cc3ccc(Cl)cc3nc2o1	6%
O=C1COCC2(CN1Cc1cccc(OC(F)(F)F)c1)CN(C(=O)c1cn[nH]c1)C2	5%[44.1 µM]
Cc1ccc([S+](=O)([O-])N2CCC3(CCN(Cc4cccs4)c4ccccc4O3)CC2)cc1	?
Cc1noc(C)c1C(=O)N[C@H]1[C@H](O)[C@H](O)C[C@@H]1c1ccccc1	12%[44.1 µM]
CC1CN(C(=O)N2CCC(C(=O)NCc3ccco3)CC2)c2cc(Cl)ccc2O1 (stereo unspecified)	-6%
CNC(=O)c1noc([C@@H]2CC(F)(F)CN2Cc2ccc(C)cn2)n1	26%
Fc1ccc(CN2CCCC3(CC(c4ccccn4)=NO3)C2)cc1 (stereo unspecified)	-10%

Other results
SMILES	Pf Dd2 growth
Cc1ccc(S(=O)(=O)C(CNC(=O)C(=O)NCCc2ccc(Cl)cc2)c2cccs2)cc1 (stereo unspecified)	19%
COc1ccc(-n2cc(C(=O)NCc3ccccc3Cl)c3ccccc3c2=O)cc1	?
CCN(CC)c1cc(CCC(=O)N(C)CCc2ccncc2)ccn1	-14%
O=C(c1ccc(F)cc1)N1CCC2(CC1)CC(=O)N(c1ccccc1)c1ccccc1O2	i
CN(C)C(=O)c1cc2c(s1)CCC(C(=O)N1CCN(c3ccccc3)CC1)C2 (stereo unspecified)	i
Cc1ccc(Cl)cc1N1CCN(CCCNc2ncnc3onc(-c4ccc(F)cc4)c23)CC1	?
COc1ccc(-c2ccc(C(=O)N3Cc4[nH]cnc4CC3C(=O)O)o2)cc1 (stereo unspecified)	6%
CCc1ccc(CN(Cc2ccco2)C(=O)c2cc(-c3ccc(C)c(F)c3)on2)cc1	480%[activator][5.79 µM]

A portion of the library; rates above refer to the full screens.
